Screening data as filed in PubChem.
ADAM17 inh: ADAM17 inhibitors, primary screen, biochemical, QFRET | inhibition, % at 6.95 µM | Disintegrin and metalloproteinase domain-containing protein 17 (Homo sapiens), P78536 | actives 0.83% (n = 370,000) | AID 720648, 2013 | recombinant ADAM17, EDANS/DABCYL FRET peptide cleavage;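 active means inhibition above the mean of compounds lying between control limits plus 3 SD, set per campaign, cut at about 8.5% in these data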;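 further: 0% = DMSO-only wells as the low control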
ADAM10 inh: human ADAM10 inhibitors, primary screen, biochemical, QFRET, HTS. recombinant ADAM10, EDANS/DABCYL FRET peptide cleavage, 3 h. inhibition, % at 7 µM. Disintegrin and metalloproteinase domain-containing protein 10 (Homo sapiens), O14672. actives 0.62% (n = 370,000);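 active means inhibition above a per-campaign cutoff equal to the mean of compounds falling between control-based bounds plus 3 SD, cut at about 20% in these data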;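 further: 0% = DMSO wells while the 100% control is not disclosed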
ASAP1 inh: inhibitors of human ASAP1 ArfGAP activity, primary screen, biochemical, fluorescence polarization | Arf-GAP with SH3 domain, ANK repeat and PH domain-containing protein 1 (Homo sapiens), … | ASAP1-stimulated ARF1 GTP hydrolysis, GDP FP detection | actives 0.19% (n = 360,000) | inhibition, % at 16.5 µM; in the data active means inhibition above about 25%;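 further: 0% = vehicle with enzyme and substrate and 100% = no enzyme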
SIAE inh: human SIAE inhibitors, primary screen, biochemical, fluorescence polarization, FP-Rh probe, 1536-well HTS | Sialate O-acetylesterase (Homo sapiens), Q9HAT2 | SIAE FP-Rh probe binding | inhibition, % at 9.66 µM | actives 0.69% (n = 370,000) | AID 1053197, 2014;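 active means inhibition above a cutoff: mean of compounds within the control limits plus 3 SD of those, cut at about 17% in these data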;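 further: 0% = plate median of compound wells and 100% = probe without SIAE protein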
PLCg1 inh: PLC-gamma1 enzyme inhibitors, primary screen, biochemical, fluorescence, purified enzyme. actives 0.84% (n = 370,000). inhibition, % at 12.2 µM. fluorogenic substrate. 1-phosphatidylinositol 4,5-bisphosphate phosphodiesterase gamma-1 (Homo sapiens), P19174; in the data active means inhibition above about 9.5%
ARFGAP1 inhibitor: inhibitors of rat ARFGAP1 GAP activity, primary screen, biochemical, fluorescence polarization, GDP tracer; ADP-ribosylation factor GTPase-activating protein 1 (Rattus norvegicus), Q62848; Arfgap1-stimulated ARF1 GTP hydrolysis, GDP FP detection; inhibition, % at 16.5 µM; actives 0.26% (n = 360,000); AID 651572, 2012;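 active means inhibition above a per-plate limit, mean inhibition of low control wells plus 3 SD, cut at about 25% in these data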;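 further: 0% = DMSO wells with enzyme and 100% = wells lacking Arfgap1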
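Material: rat Arfgap1 GAP domain (His6, aa 1-136), purified enzyme. Also added: human ARF1(Δ1-17)-GTP substrate. Compound dosing: 16.5 µM single point, 1.26% DMSO. Timing: enzyme reaction 120 min at 25 °C after 20 min preincubation. Signal: GDP detection by fluorescence polarization. Read-out basis: percent inhibition of GAP-stimulated GDP formation, scaled between DMSO and no-Arfgap1 medians.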
Tn7 DDE FP: inhibitors of Tn7 peptide binding to fibrin DD(E), primary screen, biochemical, fluorescence polarization, human fibrin, Tn7 probe | actives 0.13% (n = 370,000) | FP displacement of FITC-Tn7 peptide from fibrin DD(E); 0% = median of compound wells per plate | inhibition, % at 8.3 µM;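 active means inhibition above the mean of compounds falling within the control limits plus 3 SD of them, cut at about 14% in these data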;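 further: 0% = plate median of compound wells and 100% = 10 µM Aha-Tn7 peptide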
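Also added: labelled Tn7 tracer, 0.1 µM; Assay system: human fibrin DD(E) protein; Amount: 2 µM fibrin DD(E); Schedule: 10 min compound pre-incubation, 3 h probe incubation at room temperature; Repeats: one replicate per compound; Read-out basis: percent inhibition; Measured by: fluorescence polarization of the labelled Tn7 tracer.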
PLCb3 inh: human PLC-beta3 inhibitors, primary screen, biochemical, fluorescence. actives 0.18% (n = 370,000). Purified PLC-beta3, fluorogenic substrate. AID 720704, 2013. inhibition, % at 12.2 µM. 1-phosphatidylinositol 4,5-bisphosphate phosphodiesterase beta-3 (Homo sapiens), Q01970; in the data active means inhibition above about 11%;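 further: 0% = median of compound wells on plate and 100% = full blocker control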
Target sequence (Q01970 whole entry, looked up): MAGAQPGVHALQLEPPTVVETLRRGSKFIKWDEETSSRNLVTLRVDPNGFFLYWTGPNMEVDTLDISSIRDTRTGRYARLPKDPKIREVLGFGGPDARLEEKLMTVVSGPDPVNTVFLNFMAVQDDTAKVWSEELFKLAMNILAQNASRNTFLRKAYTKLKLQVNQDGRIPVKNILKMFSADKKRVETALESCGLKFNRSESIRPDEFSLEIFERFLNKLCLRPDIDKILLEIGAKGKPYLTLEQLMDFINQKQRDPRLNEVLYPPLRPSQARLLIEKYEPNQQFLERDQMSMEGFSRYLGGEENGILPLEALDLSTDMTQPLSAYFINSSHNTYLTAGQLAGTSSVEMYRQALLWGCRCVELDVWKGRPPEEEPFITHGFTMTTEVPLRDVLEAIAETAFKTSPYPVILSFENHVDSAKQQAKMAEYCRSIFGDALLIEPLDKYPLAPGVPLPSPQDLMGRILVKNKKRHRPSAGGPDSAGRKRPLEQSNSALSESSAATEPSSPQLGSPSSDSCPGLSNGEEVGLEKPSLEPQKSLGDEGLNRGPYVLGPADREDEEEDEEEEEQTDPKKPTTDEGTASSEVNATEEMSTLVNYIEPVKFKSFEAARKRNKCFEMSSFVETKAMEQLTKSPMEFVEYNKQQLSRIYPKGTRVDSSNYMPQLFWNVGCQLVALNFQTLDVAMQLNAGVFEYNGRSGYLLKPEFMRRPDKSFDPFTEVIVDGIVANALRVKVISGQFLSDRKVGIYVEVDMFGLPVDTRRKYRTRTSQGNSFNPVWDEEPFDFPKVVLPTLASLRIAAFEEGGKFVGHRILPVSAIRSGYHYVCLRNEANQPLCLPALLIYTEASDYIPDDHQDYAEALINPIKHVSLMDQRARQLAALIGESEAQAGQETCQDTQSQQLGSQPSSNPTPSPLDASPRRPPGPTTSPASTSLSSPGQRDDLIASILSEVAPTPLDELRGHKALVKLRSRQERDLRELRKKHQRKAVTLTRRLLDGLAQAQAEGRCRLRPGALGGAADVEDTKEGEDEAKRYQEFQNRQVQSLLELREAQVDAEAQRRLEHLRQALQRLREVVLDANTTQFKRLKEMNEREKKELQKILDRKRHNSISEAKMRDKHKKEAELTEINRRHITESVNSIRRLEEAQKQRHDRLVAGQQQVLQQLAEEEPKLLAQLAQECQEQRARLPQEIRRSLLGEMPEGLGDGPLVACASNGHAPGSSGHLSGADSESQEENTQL
Tn6 DDE FP: inhibitors of Tn6 peptide binding to fibrin DD(E), primary screen, biochemical, fluorescence polarization, human fibrin, Tn6 probe | Fibrinogen beta chain (Homo sapiens), P02675 | Fibrin DD(E) TRITC-Tn6 fluorescence polarization displacement | inhibition, % at 8.3 µM | actives 0.21% (n = 370,000);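 active means inhibition above a per-campaign cutoff: mean of compounds within control limits plus 3 SD, cut at about 15% in these data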;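 further: 0% = median of all compound wells on the plate and 100% = blocking peptide control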
TDP2 inh: human TDP2 enzyme inhibitors, primary screen, biochemical, epi absorbance, recombinant enzyme | Tyrosyl-DNA phosphodiesterase 2 (Homo sapiens), O95551 | T5PNP hydrolysis, p-nitrophenol absorbance 415 nm | inhibition, % at 12.8 µM | actives 0.34% (n = 370,000) | AID 720702, 2013;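 active means inhibition above the mean of all tested compounds plus 3 SD, set per campaign, cut at about 25% in these data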;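 further: 0% = DMSO with enzyme and 100% = buffer with substrate but no TDP2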
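Assay system: Recombinant human TDP2 | Quantity: 120 nM TDP2 per well | Incubation: 2 h at 37 °C | Signal: Epi absorbance | Evaluation: Percent inhibition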
An asterisk follows results filed as active; . = no result given.

SMILES	ADAM17 inh	ADAM10 inh	ASAP1 inh	SIAE inh	PLCg1 inh	ARFGAP1 inhibitor	Tn7 DDE FP	PLCb3 inh	Tn6 DDE FP	TDP2 inh
C/C(Cl)=C/Cn1c(SCC(C)C)nc2c1c(=O)[nH]c(=O)n2C	0	2	-5	1	4	14	1	1	-1	9
O=P(O)(c1ccccc1)c1ccccc1O	-2	1	11	-2	-1	-7	-4	3	1	4
CC1CCc2nn(CC(=O)NCCC3=CCCCC3)cc2C1 (stereo not drawn)	-3	-6	-11	4	-4	16	3	-2	-10	-7
CCN(CC(=O)NCCc1ccc(F)cc1)Cc1nc2ccccc2c(=O)[nH]1	-2	0	5	-1	-1	3	-1	-8	5	-12
CCN1C(C#N)=C(C#N)N=C(C)CC1(C)C	-2	-3	-1	-2	-3	1	-4	-5	8	-4
CCOC(=O)c1c(NC(=O)CN2CCOCC2)sc2c1CCCC2=O	0	-12	0	3	8	-1	-4	3	5	-4
C=CCN1C(=O)[C@@H](CC(=O)N2CCN(C(=O)OCC)CC2)[C@]2(C(=O)OCC)CCCCC/C=C/12	-4	-32	.	2	-2	.	6	2	12	6
COc1ccccc1NC=C1C(=O)OC(C)(C)OC1=O	1	-5	3	5	2	-13	1	-1	1	3
CNC(=O)N(O)C1N(/N=C/c2c(F)cccc2Cl)C(=S)SC1(C)C (stereo not drawn)	-1	7	-12	0	4	-1	-3	0	8	-5
O=C(CCn1nc(-c2ccccc2)c2ccccc2c1=O)Nc1cccnc1	-1	11	-1	3	2	18	5	3	-3	-9
C[C@@H]1CN([C@H](C)CO)C(=O)CCCn2cc(nn2)CO[C@H]1CN(C)C(=O)Nc1ccc(C(F)(F)F)cc1	1	-3	-1	0	1	-11	-4	2	-2	3
CCOc1cccc(C2C(C#N)=C(N)Oc3cc(C)oc(=O)c32)c1OCC (stereo not drawn)	-3	-1	9	-1	-2	5	-1	-4	4	-7
CCCOc1ccc(F)cc1-c1cc(C(=O)Nc2ccccc2)[nH]n1	5	-3	3	-1	0	8	0	5	5	-6
CN(C)CCOc1ccc2c(c1)Sc1ccccc1CC2=O	-3	-14	-6	2	-112	-6	0	-121	3	-2
CC(C)OC(=O)CSc1nc2ncccc2[nH]1	-7	12	-5	3	3	-5	0	5	2	-12
COc1ccc(C(=O)NCCc2nc3cc([N+](=O)[O-])ccc3n2C)cc1	6	16	-1	-1	6	-2	-4	1	-3	-11
CCc1cccc(C)c1NC(=O)CSc1nnc(Cc2csc(C)n2)o1	-1	-6	16	3	-3	2	3	-1	2	-4
CCOC(=O)C1=C(N)OC2=C(C(=O)CC(C)(C)C2)C1c1ccoc1 (stereo not drawn)	-1	-3	4	2	2	2	-3	3	-8	7
COc1ccc(C(C(=O)Nc2ccc(F)cc2)N2CCN(c3cccc(C(F)(F)F)n3)CC2)cc1 (stereo not drawn)	8	1	8	-21	0	-4	-1	0	-11	-9
COc1ccc(-c2nc(C(=O)O)cs2)cc1OC	-12	-32	-9	2	-1	5	1	-8	0	3
O=C(Nc1nc(-c2ccccc2)cs1)C1COc2ccccc2O1 (stereo not drawn)	14*	12	-4	-17	9	4	-10	6	3	-5
CCC(=O)N/C(N)=N/c1nc(C)c2cc(C)c(C)cc2n1	-2	-8	-5	-4	0	4	-6	-8	3	7
C/C(=N\Nc1cccc2cccnc12)c1ccc(N)cc1	-5	-24	3	2	-18	-9	0	-21	4	-2
COCCn1c(SCCOc2ccccc2)nc2ccccc2c1=O	-2	-2	-5	-3	1	6	0	-4	-1	-12
NCCCCNCCCN	-5	-6	-4	-2	-1	10	4	2	-1	0
CC(C)C(=O)Nc1cc(=O)[nH]c2ncnn12	-3	0	-7	1	0	-2	-3	4	-1	13
CCOc1ccc2c(c1)-c1c(ssc1=S)C(C)(C)N2C	6	12	-8	11	7	-1	-1	3	-7	-16
O=C(COC(=O)c1ccc([N+](=O)[O-])cc1Cl)NCc1ccco1	-6	-6	-5	3	0	3	2	-3	3	-2
Cc1ccc(C(=O)Nc2ccccc2-c2ccccc2)cc1[N+](=O)[O-]	0	-3	12	3	3	-5	5	-2	3	5
CCc1ccc(N(C(=O)c2snc(C(N)=O)c2N)C(C(=O)NCCC(C)C)c2c[nH]c3ccccc23)cc1 (stereo not drawn)	1	-1	-4	3	-2	3	9	-1	14	4

Of the compounds above, 2 have a CF3 group.
SMILES	ADAM17 inh	ADAM10 inh	ASAP1 inh	SIAE inh	PLCg1 inh	ARFGAP1 inhibitor	Tn7 DDE FP	PLCb3 inh	Tn6 DDE FP	TDP2 inh
C[C@@H]1CN([C@H](C)CO)C(=O)CCCn2cc(nn2)CO[C@H]1CN(C)C(=O)Nc1ccc(C(F)(F)F)cc1	1	-3	-1	0	1	-11	-4	2	-2	3
COc1ccc(C(C(=O)Nc2ccc(F)cc2)N2CCN(c3cccc(C(F)(F)F)n3)CC2)cc1 (stereo not drawn)	8	1	8	-21	0	-4	-1	0	-11	-9

Next compounds.
SMILES	ADAM17 inh	ADAM10 inh	ASAP1 inh	SIAE inh	PLCg1 inh	ARFGAP1 inhibitor	Tn7 DDE FP	PLCb3 inh	Tn6 DDE FP	TDP2 inh
CN(C)S(=O)(=O)c1cccc(NC(=O)CSc2nncn2-c2ccccc2)c1	2	-1	5	-4	0	0	-6	3	-8	-7
Nc1ccccc1SSc1ccccc1N	2	13	-4	11	2	1	3	-3	-2	3
CCCOC1(NC(=O)c2ccccc2)C(C)=CC(=O)C=C1C	1	-2	8	-4	0	17	-15	2	-4	-9
COc1ccc(S(=O)(=O)Nc2ccc3c(c2)CC(=O)N([C@@H](C)CO)C[C@H](C)[C@@H](CN(C)S(=O)(=O)c2ccc(F)cc2)O3)cc1	10*	14	15	-7	11*	5	-1	6	-6	-21
O=C(CCC(=O)N(CC(=O)NC1CCCCC1)c1ccc2c(c1)OCO2)Nc1ccccn1	3	0	10	-1	0	-3	3	1	-5	7
CCOC(=O)C1CCCN(C(=O)CSc2ccccc2)C1 (stereo not drawn)	-7	-15	-5	-1	3	-4	5	1	0	0
CC(C(=O)NCc1cccnc1)N1C(=O)c2ccccc2C1=O (stereo not drawn)	-1	4	5	-1	0	6	-2	2	-1	16
O=C(NCC(c1cccnc1)N1CCN(c2ccc(F)cc2)CC1)OCc1ccccc1 (stereo not drawn)	5	-7	8	-4	1	-4	-2	-2	1	-5
CCc1c(O)nc(SCC(=O)Nc2ccc(Cl)cc2)n(-c2ccccc2)c1=O	-2	-10	-2	0	-3	-2	-1	-6	0	1
CCN(CC)S(=O)(=O)c1ccc(C(=O)NCCSc2c[nH]c3ccccc23)cc1	2	5	-2	19*	5	4	3	-2	6	-3
Cc1ccc(-n2cc(-c3ccccc3)c3c(NN4CCOCC4)ncnc32)cc1	-1	-4	7	-4	2	17	-1	7	-7	-11
O=C(Cc1ccc(Cl)cc1)NNC(=O)C(=O)NC1CCCCC1	-7	-8	-6	-2	0	-5	-4	4	4	-2
Cc1c(N=C2SC(CC(=O)Nc3ccccc3)C(=O)N2CCN2CCOCC2)c(=O)n(-c2ccccc2)n1C (stereo not drawn)	-3	-3	-6	0	1	7	1	0	1	6
CCC(=O)Nc1nc2ccc(NC(=O)COc3ccccc3)cc2s1	1	-7	11	-4	3	-6	-9	-4	5	-3
CCCCN(CCCC)CCNC(=O)CNC(=O)c1cccs1	2	2	7	-1	3	4	-2	8	-5	-10
NC(=O)COC(=O)C12CC3CC(CC(O)(C3)C1)C2	2	1	-20	-2	-1	5	-3	7	5	-2
COc1ccc(COc2ccccc2C(=O)NCc2ccccc2)cc1F	6	14	-11	3	2	-3	-6	0	4	-6
O=c1cc(-c2ccccc2Cl)c2c([nH]1)CCC2	-7	-33	2	-14	-11	-1	-2	-14	2	1
O=C(O)CCCC(=O)Nc1ccccc1Oc1ccccc1	2	1	1	-1	1	9	-3	-8	-7	10
Cc1ccc(SCCC(=O)N/N=C/c2cccnc2)cc1	3	5	3	-11	-1	2	-8	-2	4	10
Cc1ccccc1Oc1ccc2c(c1)[C@@H]1C[C@H](N(C)C(=O)c3ccco3)[C@H]([C@H](C)O)C(=O)N1CC2	-3	-6	9	-3	-10	7	-1	-16	5	-8
c1ccc2cc(C3CCCCC3)ncc2c1	-2	-4	7	7	7	0	7	4	-2	4
CCn1cc(C(=O)NCCCOC(C)C)c2cc(OC)c(OC)cc2c1=O	-2	-5	6	9	0	-1	4	2	7	-6
CCOc1cccc2sc(=NC(=O)c3ccco3)n(CC(=O)OC)c12	-18	-60	10	-17	-105	1	-1	-168	-2	-5
CSc1nnc(C)c(=O)n1COC(=O)COc1ccc(Cl)cc1Cl	0	0	6	7	1	1	-3	-6	0	0
CC1(C)C(=O)CC[C@]2(C)C3C(=O)C=C4[C@H]5C[C@@](C)(C(=O)O)CC[C@]5(C)CC[C@]4(C)[C@]3(C)CC[C@@H]12 (stereo partly drawn)	1	4	5	1	3	6	-4	6	6	6
CSCCC(NC(=O)c1ccco1)C(=O)N1CCN(c2ccccc2O)CC1 (stereo not drawn)	-3	-13	-5	2	1	-6	8	-5	8	1
CCOc1ccc(Nc2nc(C)cc(C)c2C#N)cc1	-5	-6	-8	-10	-4	1	7	1	-4	-4
Cc1csc(NC(=O)CN2C(=O)COc3ccc(Cl)cc32)n1	-2	0	-2	2	3	10	1	-4	7	3

Compound profiles (already shown). Screens in order: ADAM17 inh, ADAM10 inh, ASAP1 inh, SIAE inh, PLCg1 inh, ARFGAP1 inhibitor, Tn7 DDE FP, PLCb3 inh, Tn6 DDE FP, TDP2 inh
c1ccc2cc(C3CCCCC3)ncc2c1 in the list: -2, -4, 7, 7, 7, 0, 7, 4, -2, 4
O=c1cc(-c2ccccc2Cl)c2c([nH]1)CCC2 in the list: -7, -33, 2, -14, -11, -1, -2, -14, 2, 1
